PAFAH1B2 FP inh: PAFAH1B2 (human) inhibition; P68402; inhibition, % at 3.39 µM; recombinant PAFAH1B2, FP-rhodamine activity probe, fluorescence polarization; actives 1.2% (n = 340,000); AID 492953;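 active = inhibition above the mean of all tested compounds plus 3 SD, cut at about 24% in these data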;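 also: 0% = enzyme with DMSO and 100% = wells lacking PAFAH1B2; many of its hits are not listed in these tables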
LYPLA1 inh: LYPLA1 (human) inhibition in PME1 counter-screen; O75608; recombinant LYPLA1, FP-Rh probe fluorescence polarization; inhibition, % at 5.9 µM; actives 0.16% (n = 320,000);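 active = inhibition above the mean of all tested compounds plus 3 SD, set per campaign, cut at about 14% in these data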;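 also: inhibitors block serine hydrolase probe labeling of LYPLA1 so polarization falls; 0% = enzyme with DMSO and 100% = wells lacking LYPLA1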
Target sequence (O75608 whole entry, looked up): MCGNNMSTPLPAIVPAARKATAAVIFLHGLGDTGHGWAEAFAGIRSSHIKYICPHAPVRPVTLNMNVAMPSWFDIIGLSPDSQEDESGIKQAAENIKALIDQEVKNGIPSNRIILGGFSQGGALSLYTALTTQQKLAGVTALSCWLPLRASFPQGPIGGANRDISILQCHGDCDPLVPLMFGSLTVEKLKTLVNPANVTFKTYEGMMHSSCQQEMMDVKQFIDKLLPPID
PAFAH2 inh: PAFAH2 (human) inhibition. recombinant PAFAH2, FP-rhodamine activity probe, fluorescence polarization. inhibition, % at 3.39 µM. actives 0.99% (n = 340,000). AID 492956;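 active = inhibition above the mean over all tested compounds plus 3 SD, cut at about 30% in these data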;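 also: inhibitors block probe labeling of enzyme so polarization drops; 0% = enzyme with DMSO and 100% = wells lacking PAFAH2 protein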
PREPL inhibitor: human PREPL enzyme inhibition. Q4J6C6. recombinant PREPL, fluorescence polarization activity-based probe. actives 0.68% (n = 320,000). inhibition, % at 5.96 µM. AID 2751; in the data active = inhibition above about 43%;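 also: 0% = enzyme with DMSO and 100% = wells lacking enzyme; many of its hits are not listed in these tables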
PAFAH1B3 FP inh: PAFAH1B3 (human) inhibition | Q15102 | recombinant PAFAH1B3, FP-rhodamine probe, fluorescence polarization | inhibition, % at 3.39 µM | actives 0.28% (n = 340,000);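 active = inhibition above the screen-wide average of all tested compounds plus 3 SD, cut at about 25% in these data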;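 also: 0% = enzyme with DMSO only and 100% = wells lacking PAFAH1B3 protein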
Target sequence (Q15102 whole entry, looked up): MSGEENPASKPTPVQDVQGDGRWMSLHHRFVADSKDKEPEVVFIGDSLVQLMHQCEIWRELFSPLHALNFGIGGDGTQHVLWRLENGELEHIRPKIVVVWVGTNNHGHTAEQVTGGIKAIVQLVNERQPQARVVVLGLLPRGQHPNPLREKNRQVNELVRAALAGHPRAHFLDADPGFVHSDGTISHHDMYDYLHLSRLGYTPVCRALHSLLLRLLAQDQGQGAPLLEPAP
GSTO1 inh: counter-screen for RBBP9 inhibitors: inhibitors of human GSTO1 | inhibition, % at 5.96 µM | recombinant GSTO1, activity-based probe fluorescence polarization | actives 1.1% (n = 300,000) | P78417;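 active = inhibition above the campaign mean inhibition plus 3 SD, cut at about 35% in these data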;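 also: 0% = GSTO1-1 with DMSO and 100% = wells lacking GSTO1-1 enzyme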
Target sequence (P78417 whole entry, looked up): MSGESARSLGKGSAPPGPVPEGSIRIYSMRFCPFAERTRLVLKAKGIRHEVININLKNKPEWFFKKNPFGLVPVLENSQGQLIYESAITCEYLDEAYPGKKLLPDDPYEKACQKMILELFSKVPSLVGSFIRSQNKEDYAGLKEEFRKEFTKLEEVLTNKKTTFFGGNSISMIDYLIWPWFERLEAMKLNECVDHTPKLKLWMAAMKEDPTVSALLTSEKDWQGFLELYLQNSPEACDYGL
PAD4 inh: PAD4 (human) enzyme inhibition | inhibition, % at 6.36 µM | recombinant PAD4, RCA probe fluorescence polarization | Q9UM07 | actives 0.41% (n = 330,000) | AID 485272;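 active = percent inhibition above a cutoff equal to the mean of all tested compounds plus 3 SD, cut at about 15% in these data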;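 also: 0% = PAD4 with RCA probe and DMSO and 100% = probe without PAD4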
LYPLA2 inh: counter-screen for PME1 inhibitors: inhibitors of human LYPLA2; actives 0.38% (n = 320,000); inhibition, % at 5.9 µM; AID 2177; recombinant LYPLA2, FP-Rh probe fluorescence polarization;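 active = inhibition above the screen-wide mean plus 3 SD, limit set per campaign, cut at about 26% in these data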;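 also: 0% = LYPLA2 with DMSO and 100% = wells lacking LYPLA2 enzyme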
Target sequence (O95372 whole entry, looked up): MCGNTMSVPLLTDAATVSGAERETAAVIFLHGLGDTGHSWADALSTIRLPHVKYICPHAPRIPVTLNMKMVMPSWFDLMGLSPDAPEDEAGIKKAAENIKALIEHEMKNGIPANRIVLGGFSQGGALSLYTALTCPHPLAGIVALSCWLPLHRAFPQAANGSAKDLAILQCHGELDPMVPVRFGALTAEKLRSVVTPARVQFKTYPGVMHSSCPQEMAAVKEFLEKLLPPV
pPAFAH FP inh: inhibitors of human plasma PAF acetylhydrolase (pPAFAH). Q13093. recombinant pPAFAH, FP-rhodamine probe fluorescence polarization. inhibition, % at 3.39 µM. actives 1.5% (n = 330,000);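 active = inhibition above the mean inhibition across the screen plus 3 SD, cut at about 25% in these data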;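 also: inhibitors block binding of the rhodamine activity-based probe so polarization drops; 0% = enzyme with DMSO and 100% = wells lacking pPAFAH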
Starred values were filed as active, the others as inactive; . = not tested or not shown. Some of the compounds tested; the hit share may differ from the screen's.

cpd | Structure | PAFAH1B3 FP inh | PAFAH1B2 FP inh | GSTO1 inh | PREPL inhibitor | PAFAH2 inh | pPAFAH FP inh | PAD4 inh | LYPLA1 inh | LYPLA2 inh
1 | Cc1ccc(S(=O)(=O)N2CCN(C(=O)COC(=O)c3cccnc3Cl)CC2)c(C)c1 | 7 | 0 | . | 15 | -3 | 3 | 2 | 3 | 2
2 | C/C(O)=C(\C#N)c1nc2ccccc2[nH]1 | 7 | 3 | 5 | -1 | 0 | 1 | -1 | 0 | -1
3 | Cn1cnnc1SCC(=O)Nc1ccc(F)cc1F | 3 | 3 | -2 | -7 | 0 | 1 | -1 | 3 | 1
4 | Cc1ccc(Cn2c(N3CCN(CCO)CC3)nc3c2c(=O)n(C)c(=O)n3C)cc1 | 1 | -2 | 4 | 2 | 4 | -3 | -1 | 1 | -5
5 | CCOC(=O)COc1cc(N)c(Cl)cc1Cl | 3 | 1 | -3 | -7 | 1 | 5 | -6 | 1 | 3
6 | COc1ccccc1-c1oc2ccccc2c1C#CCCCCO | 5 | 2 | . | 1 | 1 | 9 | 1 | -3 | -1
7 | Cc1cc([N+](=O)[O-])c(NCCCCCCO)c([N+](=O)[O-])c1 | 8 | 0 | 9 | 16 | 13 | 0 | -4 | -2 | 7
8 | Cc1ccc(NC(=O)COC(=O)CCn2c(C)csc2=O)c([N+](=O)[O-])c1 | 1 | -3 | 7 | 18 | -1 | 7 | -7 | -3 | -1
9 | O=C(NCCc1ccccc1)c1ccc2c(c1)OCCCO2 | -4 | -1 | 8 | 3 | 2 | 4 | -6 | -2 | 5
10 | COc1cccc2cc(C(C)N(CCCN3CCOCC3)C(=S)Nc3cccc(C)c3C)oc12 (centres undefined) | -10 | -1 | 0 | 8 | -9 | 5 | -1 | -1 | -11
11 | CCOc1ccc(CN(C)C(=O)c2ccc(NC(=O)CC3SC(N4CCCC4)=NC3=O)cc2)cc1 (centres undefined) | 6 | -1 | -1 | 2 | 2 | 4 | 2 | 3 | 23
12 | COc1cccc(CNC(=O)C2CCCN(S(=O)(=O)c3cccc4nonc34)C2)c1 (centres undefined) | 6 | 8 | 8 | 5 | 4 | -8 | -4 | 1 | -6
13 | CN=C1S/C(=C\c2ccc(O)c(OC)c2)C(=O)N1C | . | . | 4 | 4 | . | 9 | -3 | 4 | 6
14 | COc1ccc(CCC(C(O)C(F)(F)F)S(=O)c2ccccc2)cc1 (centres undefined) | 0 | 2 | -3 | -35 | -7 | -1 | -2 | 2 | -2
15 | CCn1c(N2CCN(Cc3ccc([N+](=O)[O-])cc3)CC2)nc2ccccc21 | -3 | 5 | -4 | 3 | 3 | -5 | -2 | 0 | 3
16 | COc1ccc(CC2(CO)CCN(Cc3cc4ccccc4o3)CC2)cc1 | -1 | 2 | 29 | -12 | -1 | 2 | 0 | 1 | 5
17 | NC(=O)CNCCC(c1ccccc1)c1ccccc1 | 6 | -4 | 3 | 21 | 1 | 2 | 0 | 4 | -1
18 | CCOC(=O)C1(Cc2ccc(OC)cc2)CCN(C(=O)C2CCCO2)CC1 (centres undefined) | 6 | 2 | 5 | 6 | -3 | 0 | 4 | -5 | 6
19 | NC(=O)c1cc(Cl)ccc1OCC(=O)N1CCCc2ccccc21 | 2 | 4 | -3 | -1 | -6 | 6 | -2 | -2 | -1
20 | COc1ccc(S(=O)(=O)Nc2ccccc2C(=O)N2CCOCC2)cc1OC | 2 | 1 | 4 | 6 | -8 | 0 | -2 | 3 | -6

6 compounds from above, reduced to GSTO1 inh, pPAFAH FP inh and PAFAH1B3 FP inh.
nr	canonical_smiles	GSTO1 inh	pPAFAH FP inh	PAFAH1B3 FP inh
11	CCOc1ccc(CN(C)C(=O)c2ccc(NC(=O)CC3SC(N4CCCC4)=NC3=O)cc2)cc1 (centres undefined)	-1	4	6
12	COc1cccc(CNC(=O)C2CCCN(S(=O)(=O)c3cccc4nonc34)C2)c1 (centres undefined)	8	-8	6
13	CN=C1S/C(=C\c2ccc(O)c(OC)c2)C(=O)N1C	4	9	.
14	COc1ccc(CCC(C(O)C(F)(F)F)S(=O)c2ccccc2)cc1 (centres undefined)	-3	-1	0
15	CCn1c(N2CCN(Cc3ccc([N+](=O)[O-])cc3)CC2)nc2ccccc21	-4	-5	-3
16	COc1ccc(CC2(CO)CCN(Cc3cc4ccccc4o3)CC2)cc1	29	2	-1

Four records drawn at random from those above, as already listed:
cpd | Structure | PAFAH1B3 FP inh | PAFAH1B2 FP inh | GSTO1 inh | PREPL inhibitor | PAFAH2 inh | pPAFAH FP inh | PAD4 inh | LYPLA1 inh | LYPLA2 inh
4 | Cc1ccc(Cn2c(N3CCN(CCO)CC3)nc3c2c(=O)n(C)c(=O)n3C)cc1 | 1 | -2 | 4 | 2 | 4 | -3 | -1 | 1 | -5
2 | C/C(O)=C(\C#N)c1nc2ccccc2[nH]1 | 7 | 3 | 5 | -1 | 0 | 1 | -1 | 0 | -1
6 | COc1ccccc1-c1oc2ccccc2c1C#CCCCCO | 5 | 2 | . | 1 | 1 | 9 | 1 | -3 | -1
15 | CCn1c(N2CCN(Cc3ccc([N+](=O)[O-])cc3)CC2)nc2ccccc21 | -3 | 5 | -4 | 3 | 3 | -5 | -2 | 0 | 3

Next entries
cpd | Structure | PAFAH1B3 FP inh | PAFAH1B2 FP inh | GSTO1 inh | PREPL inhibitor | PAFAH2 inh | pPAFAH FP inh | PAD4 inh | LYPLA1 inh | LYPLA2 inh
21 | Cc1cc(C)cc(NS(=O)(=O)c2csc(C(N)=O)c2)c1 | 2 | 1 | -1 | -5 | -3 | -3 | -1 | -1 | -2
22 | Cc1cc(NC(=O)COC(=O)C(C)Oc2ccc(Cl)cc2Cl)no1 (centres undefined) | 1 | 5 | 5 | -15 | 0 | 6 | -2 | -2 | 2
23 | CCN1CC2=C(OC(N)=C(C#N)C2c2cccs2)/C(=C/c2cccs2)C1 (centres undefined) | 5 | 2 | 6 | 10 | 4 | 19 | 2 | -1 | 0
24 | Nc1nonc1-n1nnc(C(=O)N/N=C/c2cccc(Cl)c2)c1CSc1ccc(Cl)cc1 | -2 | -1 | 4 | -6 | 3 | 1 | -6 | -4 | -10
25 | CC(C)(C)c1ccc(Cn2nnc3c(=O)[nH]c(C4CCCN(C(=O)c5cccs5)C4)nc32)cc1 (centres undefined) | -3 | 12 | -3 | 12 | 4 | 6 | -1 | 3 | -5
26 | COc1ccc(-c2ccnc3c(Br)c(C)nn23)cc1 | 8 | 5 | . | 9 | 0 | -5 | -8 | -2 | -6
27 | CC(=O)Nc1ccc(SCC(=O)NCC2(N3CCCCC3)CCCCC2)cc1 | 0 | 5 | . | 27 | 3 | -2 | 8 | . | .
28 | Cc1ccc(S(=O)(=O)N(C)c2nonc2C)cc1 | 5 | 4 | -3 | 5 | 4 | 1 | 2 | 1 | 4
29 | COc1ccc(NC(=S)N2CCN(Cc3ccccc3)CC2)c(OC)c1 | -10 | 3 | 2 | -9 | -3 | 4 | -1 | -2 | 4
30 | O=C(N/N=C/c1cccnc1)C(O)c1ccccc1 (centres undefined) | -6 | -2 | 9 | 17 | -5 | -4 | -5 | -6 | -3
31 | CCc1nnc(NC(=O)COc2ccc([N+](=O)[O-])cc2)s1 | 1 | 1 | 1 | 0 | 6 | 6 | -7 | 2 | -4
32 | CCC(C)NCCC(=O)Nc1ccc(Cl)c(S(=O)(=O)Nc2ccc(Cl)cc2)c1 (centres undefined) | 0 | 0 | 2 | -3 | 5 | 1 | 0 | -6 | -2
33 | Cc1cc(C)cc(N(CC(=O)NCc2ccco2)S(=O)(=O)c2ccccc2)c1 | 8 | -4 | -5 | -5 | 0 | -3 | -2 | 1 | -1
34 | CN(C)C(/C=C/Nc1ccc(Br)cc1)=C(C#N)C#N | 5 | 2 | 3 | 2 | 1 | -2 | -3 | -2 | -1
35 | CN(/N=C/c1c[nH]c2ccccc12)c1cnn(-c2ccc(F)c(Cl)c2)c(=O)c1Cl | -5 | 1 | 0 | 7 | 4 | 1 | -1 | -4 | -2
36 | Cc1ccc(CNC(=O)c2ccc(N3CCC4(CC3)CC(c3ccccc3)=NO4)c(NC(=O)c3ccccc3)c2)cc1 | 2 | -2 | -5 | -1 | -12 | 4 | 0 | -4 | -5
37 | Cc1ccc(NC(=O)COC(=O)c2ccc(F)cc2Cl)c(Br)c1 | -6 | 1 | 2 | 13 | 7 | 23 | 1 | 1 | 6
38 | Cc1cc(C)cc(OCC(=O)NC(C)c2ccccc2)c1 (centres undefined) | 5 | 6 | 5 | -6 | -2 | -1 | 3 | -4 | -4
39 | COC(=O)c1ccc(Cn2nnc3c(=O)[nH]c(C4CCCN(S(=O)(=O)c5ccc(C)cc5)C4)nc32)cc1 (centres undefined) | -3 | -2 | 3 | -5 | 4 | 3 | -5 | 0 | 2
40 | CNc1cncc(C(=O)O)c1 | 8 | -2 | -2 | -17 | 7 | 0 | 2 | -2 | 3
41 | CCn1cc(C(=O)O)c(=O)c2cc(F)c(N3CCN(C(=S)NC(=O)c4ccc(Br)cc4)CC3)cc21 | . | . | -8 | 8 | . | -3 | -3 | 1 | 5
42 | CCN(c1ccccc1)S(=O)(=O)c1ccc(OC)c(NC(=O)CNCCc2ccccc2)c1 | -1 | 3 | -8 | 6 | -4 | 13 | -3 | -2 | 3
43 | Cc1ccc(Cn2nnc3c(=O)[nH]c(C4CCCN(S(=O)(=O)c5ccccc5F)C4)nc32)cc1 (centres undefined) | -4 | 3 | 2 | 2 | -13 | 2 | -5 | 1 | -4
44 | CC1(c2nnc(-c3ccccc3)o2)CC(c2ccccc2)=NO1 (centres undefined) | -1 | 1 | -3 | -21 | -5 | 5 | 0 | 1 | 6
45 | O=C(c1ccccc1)N1CCN(S(=O)(=O)N2CCCCC2)CC1 | 6 | -4 | 4 | -3 | 2 | -2 | 0 | 0 | -6
46 | CCOC(=O)Cn1c(=O)n(Cc2ccc(OC)cc2)c(=O)c2cccnc21 | 9 | 4 | 5 | -4 | 11 | 1 | -4 | -1 | -2
47 | Cc1cccc(C(=O)O[C@@H]2[C@H](Cc3ccccc3)NS(=O)(=O)[C@H]3C[C@@H]4C=C[C@]23O4)c1 | 5 | 1 | . | -9 | -5 | 0 | -5 | -1 | -6
48 | Cn1c(=O)c2sccc2n(Cc2ccccc2)c1=O | 6 | 1 | 8 | -3 | 1 | 5 | 0 | 2 | 2
49 | CC1CCN(c2[nH]c(=S)c(C#N)c3c2CCCC3)CC1 | 15 | 2 | 0 | 3 | -3 | 5 | 4 | -1 | -2
50 | CCCCN(CC)CCNC(=O)CCC(=O)Nc1ccc2nc(N3CCN(C)CC3)cc(C)c2c1 | 7 | 2 | 1 | 1 | -1 | 7 | -1 | 3 | 1
51 | C=CCNC(=O)CSc1nnc(-c2ccncc2)n1CCc1ccccc1 | 9 | 1 | 1 | 4 | -2 | -2 | -4 | 3 | 5
52 | Cc1nn(C)c(N)c1C(O)(c1nccn1C)C(F)(F)F (centres undefined) | 8 | 2 | -1 | 12 | -3 | 2 | -1 | 3 | 4
53 | C/C(=N\NS(=O)(=O)c1ccc(C)cc1)c1ccc(Br)s1 | 9 | -5 | 2 | 3 | 5 | 1 | -2 | -4 | -2
